# Compound activity (PubChem BioAssay)
# STEP block: blocks human striatal-enriched tyrosine phosphatase. P54829. recombinant STEP, OMFP fluorogenic substrate, fluorescence. inhibition, % at 20 µM. 360,000 tested, 0.25% active. AID 588621;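 active = inhibition at 20 µM, scaled per plate between control wells, above about 37%, limit read from the data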;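 also: 0% = DMSO with enzyme and substrate and 100% = substrate only without enzyme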
# Target sequence (P54829 whole entry, looked up): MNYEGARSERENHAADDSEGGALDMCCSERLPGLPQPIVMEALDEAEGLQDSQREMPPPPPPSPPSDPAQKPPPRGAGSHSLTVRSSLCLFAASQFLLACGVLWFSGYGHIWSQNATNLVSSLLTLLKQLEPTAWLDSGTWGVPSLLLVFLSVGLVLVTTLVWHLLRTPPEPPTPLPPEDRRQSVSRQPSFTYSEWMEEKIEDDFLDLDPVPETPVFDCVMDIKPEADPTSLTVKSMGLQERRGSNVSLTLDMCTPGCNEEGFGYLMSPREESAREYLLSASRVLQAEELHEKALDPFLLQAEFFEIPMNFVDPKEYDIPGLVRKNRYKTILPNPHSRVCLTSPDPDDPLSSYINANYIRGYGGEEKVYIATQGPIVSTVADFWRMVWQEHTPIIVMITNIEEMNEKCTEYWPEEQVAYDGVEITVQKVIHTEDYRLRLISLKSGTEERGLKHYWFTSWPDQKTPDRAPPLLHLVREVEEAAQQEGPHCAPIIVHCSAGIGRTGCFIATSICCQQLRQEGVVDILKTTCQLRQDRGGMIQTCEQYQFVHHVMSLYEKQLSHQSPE
#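 Material: STEP (striatal-enriched tyrosine phosphatase) enzyme, cell-free | Medium: 50 mM Bis-Tris pH 6.0 with 2.5 mM DTT and 0.005% Tween 20 | Read-out: Percent inhibition scaled to no-enzyme and uninhibited-enzyme controls, plate-pattern corrected | Signal: Fluorescence read at 480 nm ex / 540 nm em | Times: 20 min reaction, room temperature, in the dark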
# LMPTP block: blocks human LMPTP phosphatase; recombinant LMPTP-A, OMFP fluorogenic substrate, fluorescence intensity; inhibition, % at 20 µM; 360,000 tested, 0.22% active; AID 651560;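 active = compounds that cut the enzyme signal by at least half of the control window in the single-dose screen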;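 also: plate controls were DMSO wells with enzyme plus substrate for no effect and substrate without enzyme for full effect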
# Target sequence (P24666 whole entry, looked up): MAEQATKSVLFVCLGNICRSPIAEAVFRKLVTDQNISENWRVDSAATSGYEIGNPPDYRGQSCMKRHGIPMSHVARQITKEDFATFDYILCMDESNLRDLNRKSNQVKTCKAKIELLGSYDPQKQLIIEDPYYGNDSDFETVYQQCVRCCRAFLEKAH
#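 Assay system: LMPTP-A phosphatase enzyme | Input: 0.625 nM enzyme | Also added: Fluorogenic phosphatase substrate OMFP at 400 µM final | Compound dosing: One test concentration per compound, 20 µM, with 3% DMSO overall | Schedule: 50 min enzyme reaction at room temperature, protected from light | Signal: Fluorescence intensity | Benchmarks: no-enzyme and uninhibited controls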
# SKN-1 block: inhibitors of C. elegans SKN-1 | inhibition, % at 21.8 µM | C. elegans VP596 Pgst-4::GFP/RFP ratio, acrylamide-induced, 24 h | 360,000 tested, 0.49% active;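 active = interference check ratio from 0.5 to 1.5 plus GFP to RFP signal ratio inhibition reaching or exceeding a fixed threshold, cut at about 30% in these data, passing the limit was not always enough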; also: some compounds called inactive have numbers as strong as hits
# NadD inh: blocks S. aureus nicotinate mononucleotide adenylyltransferase; 360,000 tested, 0.78% active; inhibition, % at 20 µM; purified NadD enzyme, colorimetric absorbance read-out; in the data active = inhibition above about 26%; also: some compounds past the cut are filed as inactive
# Rpn11 block: blocks the human proteasome subunit Rpn11; O00487; human 26S proteasome, Ub4-pepOG fluorescence polarization; 20S core pre-blocked with epoxomicin; calls only at 20 µM; 360,000 tested, 0.59% active; AID 588493;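 active = inhibition at 20 µM, scaled to each plate's controls, above about 33%, limit read from the data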
# DNMT1 block: inhibitors of human DNMT1; P26358; DNMT1 molecular beacon, Hinp1I cleavage, fluorescence; inhibition (reported as % activation of signal), % at 10 µM; 360,000 tested, 0.83% active; AID 588458; in the data active = inhibition above about 50%
# Scp-1 inhibitor: Scp-1 (human) phosphatase inhibition; 340,000 tested, 0.88% active; Q9GZU7; Recombinant Scp1, phosphopeptide, malachite green phosphate absorbance; inhibition, % at 20 µM;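 active = inhibition above about 50% at 20 µM, limit read from the data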;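 also: plate controls were DMSO wells with enzyme for no effect and wells lacking enzyme for full effect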
# Target sequence (Q9GZU7 76-261 limits assumed): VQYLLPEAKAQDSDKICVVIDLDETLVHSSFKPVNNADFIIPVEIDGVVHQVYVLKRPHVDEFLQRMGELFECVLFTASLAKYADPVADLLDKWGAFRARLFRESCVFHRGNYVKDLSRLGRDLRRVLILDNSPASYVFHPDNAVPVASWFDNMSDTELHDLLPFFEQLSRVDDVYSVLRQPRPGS
#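 assay system = SCP-1 phosphatase catalytic domain, residues 76-261 | buffer or medium = 50 mM Tris acetate pH 5.5, 0.005% Tween-20, 10 mM MgCl2 | incubation = enzyme reaction 45 min at room temperature, colour 5 min, stabilisation 30 min | signal = Phosphate-binding colour reagent, absorbance read at 630 nm | measure = % inhibition at 20 µM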
# SUMO1-SIM PPI: alters human SUMO1 binding to SIM partners; 360,000 tested, 0.33% active; inhibition, % at 20 µM; P63165; SUMO1 binding to a labelled peptide, TR-FRET, 1 h; in the data active = inhibition above about 37%
# Target sequence (P63165 whole entry, looked up): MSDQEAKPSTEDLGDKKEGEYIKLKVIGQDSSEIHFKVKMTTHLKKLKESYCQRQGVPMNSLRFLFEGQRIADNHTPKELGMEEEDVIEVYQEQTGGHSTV
# MT1-MMP act inh: blocks activation of human MT1-MMP | P50281 | HT1080 RFP-PRO-GFP cells, GFP/RFP ratio fluorescence, overnight; percent of plate control window, DMSO zero | GFP/RFP ratio change, % at 20 µM | 360,000 tested, 0.061% active | AID 651647;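 active = GFP/RFP ratio change of at least 30% with cell ATP level not reduced by more than half and red fluorescence within 50% of control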; also: strong numbers were not always called active
#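 Test system: HT1080 RFP-PRO-GFP cells; Benchmarks: DMSO and RFP-L50D-GFP cell wells; Timing: cells overnight before dosing, compound overnight, 37 °C, 5% CO2; Compound: one 20 µM compound dose with 1% DMSO; Read-out: GFP/RFP fluorescence ratio.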
# CendR NRP1 mod: NRP-1/CendR interaction modulation; FAM-RPARPAR peptide binding to NRP-1, fluorescence polarization; inhibition, % at 25 µM; 360,000 tested, 0.85% active; AID 602438;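 active = inhibition or corrected inhibition above about 18%, plus a signal ratio from 0.5 to 1.5, limit read from the data, passing the limit was not always enough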; also: strong numbers were not always called active
# The depositor's hits bear a star; i = inactive; · = not tested or not shown; + = active, no number. Compounds were not picked by outcome (roughly 3.9% active in at least one column).
SMILES,STEP block,LMPTP block,SKN-1 block,NadD inh,Rpn11 block,DNMT1 block,Scp-1 inhibitor,SUMO1-SIM PPI,MT1-MMP act inh,CendR NRP1 mod
COC(=O)Cn1c(=NC(=O)CCS(=O)(=O)c2ccccc2)sc2c(OC)ccc(OC)c21,2,1.5,11,4,i,-1,-5,-65,-3,-4
O=C(CCNS(=O)(=O)c1ccccc1)NNC(=O)C1COc2ccccc2O1 (stereo not drawn),0,-1.1,3,-2,i,4,-3,-3,5,-18
Nc1c(-c2ccccc2)c(CN2CCOCC2)nn1-c1cccc([N+](=O)[O-])c1,-1,0.4,-7,-3,i,0,-9,-23,-4,-6
CCOc1ccc(S(=O)(=O)NCc2ccncc2)cc1NC(=O)c1ccccc1F,-2,-1.0,-12,0,i,-1,10,5,3,-2
O=C(CCCSc1nc2sc3c(c2c(=O)[nH]1)CCC3)NCCCO,-1,-1.3,-4,-1,i,5,2,0,2,-1
COc1cccc(CC(=O)NN2C(=O)NC3(CCCCC3)C2=O)c1,-4,-0.5,7,4,i,0,0,0,-2,-5
Cc1ccoc1C(=O)NCCCNC(=O)c1occc1C,-1,0.1,13,-8,i,-19,-9,10,0,0
O=C1CC(N2CCC(O)(c3ccc(Cl)cc3)CC2)C(=O)N1 (stereo not drawn),5,-3.1,-17,1,i,-1,-4,-3,2,-1
CC1=NN2C(=N)/C(=C\c3ccc(SCc4ccccc4)o3)C(=O)N=C2S1,5,3.4,10,20,i,64*,20,5,-12,-59
COc1ccc(C(=O)Nc2ccc(S(=O)(=O)N3CCCC3)cc2)c(OC)c1,3,0.7,3,0,i,5,-20,2,1,-3
NC(=O)c1ccsc1NC(=O)COC(=O)CCCOc1ccccc1,0,1.3,-2,-5,i,-8,-2,5,3,4
COc1ccc(OC)c(-c2cc(C3CCN(c4cc(Cl)nc(N)n4)CC3)[nH]n2)c1,-3,2.7,19,17,i,-19,0,8,-5,2
c1ccc(Cc2nnc3sc(-c4cccs4)nn23)cc1,3,0.4,-8,-8,i,-4,-14,-8,3,-8
COC(=O)c1ccc2c(=O)n(CC3CCCO3)c(SCC(=O)Nc3ccc(OC)cc3OC)nc2c1 (stereo not drawn),3,0.0,-2,-9,i,0,-8,-3,3,5
Cc1cc(F)cc(-c2cc(C(=O)NCc3ccco3)[nH]n2)c1,3,0.3,4,0,i,5,·,4,-1,-4
COC(=O)c1cccnc1-n1c(=O)c2cccnc2n(Cc2cccc(C(F)(F)F)c2)c1=O,-2,1.0,-9,-7,i,4,-8,-2,0,7
CCOc1ccccc1C1C2C(=O)N(c3ccccc3)C(=O)C2ON1c1ccccc1 (stereo not drawn),1,4.0,18,-3,i,-8,-11,0,-1,-4
CC12CCCC(C(C#N)C(N)=O)(C1)NC(=O)C2C#N (stereo not drawn),2,2.2,11,2,i,3,4,-2,-2,-6
CCOC(=O)c1cn(CC(=O)Nc2cccc(Cl)c2C)nn1,-1,0.7,0,-6,i,-2,-7,-2,3,8
CCCc1nc2ccc(C)cn2c1Cc1ccc(OC)cc1C,-1,0.9,15,0,i,6,·,-2,-2,-31
C[C@H](O)[C@@H]1C(=O)N2CCc3ccc(-c4cccc(F)c4)cc3[C@@H]2C[C@@H]1N(C)C(=O)Nc1ccccc1,3,1.3,2,4,i,-9,-8,3,3,-10
COc1cccc(/C=N/n2cnc3cc(C)c(C)cc32)c1OC,1,2.0,1,0,i,3,-7,-3,0,-15
Cc1noc(C)c1S(=O)(=O)N(CC(=O)NC(C)c1ccccc1)c1ccc(C(C)C)cc1 (stereo not drawn),0,2.0,8,-9,i,-3,-5,0,-1,-6
Cc1ccc(S(=O)(=O)N2CCN(C(=O)c3cc(S(=O)(=O)N(C)C)ccc3N3CCCC3)CC2)c(C)c1,-1,1.6,17,3,i,0,1,5,-8,10
O=C(C1=C[C@@H](c2ccc(C(F)(F)F)cc2)C[C@@H](OCc2ccc(CO)cc2)O1)N1CCOCC1,-1,0.0,3,-3,i,3,0,15,-1,11
# Later entries.
SMILES,STEP block,LMPTP block,SKN-1 block,NadD inh,Rpn11 block,DNMT1 block,Scp-1 inhibitor,SUMO1-SIM PPI,MT1-MMP act inh,CendR NRP1 mod
O=C(NCc1ccc(F)cc1)C1CC(=O)N(C2CCCCCCC2)C1 (stereo not drawn),-1,-0.6,13,-17,i,2,-10,-1,-1,-7
CC(=O)c1ccc(NC(=O)C(C)OC(=O)c2ccc(NS(=O)(=O)c3ccc(F)c(F)c3)cc2)cc1 (stereo not drawn),-4,2.1,-1,2,i,-11,-13,0,1,12
CC1CCCCN1C(=O)c1ccc(CS(=O)(=O)Cc2ccccc2)cc1 (stereo not drawn),-1,-1.7,10,0,i,2,-4,1,1,8
Brc1ccc2c(c1)-c1ccccc1C1=NCCN12,4,5.7,17,-6,i,53*,·,1,6,-9
O=C(O)/C=C/c1ccccc1Oc1ccc(Cl)cc1Cl,3,1.5,-9,3,i,3,3,-4,11,-5
O=C(Cc1coc2ccc3ccccc3c12)NCc1cccs1,-1,-1.6,-10,-2,i,-1,-3,4,-7,-4
Nc1nc2c(Br)ccc(Br)c2cc1C(=O)NCCc1ccccc1,·,-1.6,18,7,·,·,·,-7,1,6
CC(Oc1ccccc1)C(=O)OCC(=O)Nc1sccc1C(N)=O (stereo not drawn),-1,1.1,-2,0,i,1,4,2,6,-3
CC12CCC(C(=O)Nc3cc(Cl)ccc3Cl)(C/C1=N\O)C2(C)C (stereo not drawn),-2,-2.5,33,-5,i,-1,-13,-2,-9,0
CC12CCC(=O)C=C1C(O)CC1C2CCC2(C)C1CCC2(O)C(=O)CO (stereo not drawn),0,0.4,-12,0,i,-5,-4,-2,2,-5
Cc1csc(NC(=O)C2CCCC2)n1,-1,-2.4,16,4,i,-1,1,-6,-4,8
Cc1ccc2nc(Nc3nc(CSc4nc5ccccc5s4)cc(=O)[nH]3)nc(C)c2c1,2,5.7,11,26,i,-2,11,9,1,-15
CCCCNCc1cc(Br)c(OCC(=O)N2CCOCC2)c(OC)c1,-5,-1.3,8,-6,i,-1,-9,1,-2,-1
C=CCN(c1ccc(C(=O)Nc2cccc(C)c2)cc1)S(C)(=O)=O,1,0.1,4,-12,i,-6,-7,0,1,0
Nc1ccccc1Nc1cc(-c2ccccc2)[nH]n1,-2,0.0,-13,2,+,-11,-11,0,-17,-16
CC(OC(=O)CN1C(=O)c2ccccc2C1=O)C(=O)NC1CCCCC1C (stereo not drawn),2,0.2,4,-5,i,1,7,-5,5,2
N=c1n(CCO)c2ccccc2n1Cc1ccc(Cl)cc1,-3,-0.6,-1,-6,i,1,-6,-2,-2,-10
CCN1CCN(Cc2c(O)ccc3c(C)cc(=O)oc23)CC1,2,-4.7,1,-6,i,-3,-4,3,1,6
CCc1ccc(S(=O)(=O)NC2CC(C)(C)NC(C)(C)C2)cc1,-1,0.2,-7,-3,i,0,-5,-1,-2,-5
CC1CCCN(S(=O)(=O)c2cc3c4c(c2)CCN4C(=O)CC3)C1 (stereo not drawn),2,-1.3,-4,4,i,5,1,6,2,5
Cc1c(-n2c(SCC(=O)N(C)C3CCS(=O)(=O)C3)nc3ccccc3c2=O)c(=O)n(-c2ccccc2)n1C (stereo not drawn),5,0.3,7,3,i,0,-3,4,2,-4
CCNc1nc(NCC)nc(N/N=C/c2ccccc2)n1,0,-1.5,-1,-5,i,-1,-7,-1,3,-2
Cc1cc(Oc2nc3c(C)cccn3c(=O)c2/C=C(\C#N)S(=O)(=O)c2ccccc2)ccc1Cl,0,-0.1,8,26,i,-2,-10,-1,-23,-3
O=C(O)/C=C\C(=O)Nc1ccccc1C(=O)NCc1ccccc1,-3,0.4,6,-1,i,-2,2,-1,-13,16
CC(=O)c1ccc(OCC(O)CN2CC(C)OC(C)C2)cc1 (stereo not drawn),-1,-0.8,12,-1,i,0,-1,1,3,-1
CCCCCCCC(=O)N/N=C/c1ccc([N+](=O)[O-])o1,4,0.2,9,0,i,8,9,-29,2,8
O=C(NCC1CCCCC1)c1cc(-c2cc(F)ccc2OCC2CCCO2)n[nH]1 (stereo not drawn),4,1.0,9,0,i,1,·,2,-3,2
CC(=O)Nc1sc2c(c1CN1CCCC1)CCCC2,1,6.7,-5,2,i,0,-10,1,-2,-2

# Structures from the list above with fluorine (8):
SMILES,STEP block,LMPTP block,SKN-1 block,NadD inh,Rpn11 block,DNMT1 block,Scp-1 inhibitor,SUMO1-SIM PPI,MT1-MMP act inh,CendR NRP1 mod
CCOc1ccc(S(=O)(=O)NCc2ccncc2)cc1NC(=O)c1ccccc1F,-2,-1.0,-12,0,i,-1,10,5,3,-2
Cc1cc(F)cc(-c2cc(C(=O)NCc3ccco3)[nH]n2)c1,3,0.3,4,0,i,5,·,4,-1,-4
COC(=O)c1cccnc1-n1c(=O)c2cccnc2n(Cc2cccc(C(F)(F)F)c2)c1=O,-2,1.0,-9,-7,i,4,-8,-2,0,7
C[C@H](O)[C@@H]1C(=O)N2CCc3ccc(-c4cccc(F)c4)cc3[C@@H]2C[C@@H]1N(C)C(=O)Nc1ccccc1,3,1.3,2,4,i,-9,-8,3,3,-10
O=C(C1=C[C@@H](c2ccc(C(F)(F)F)cc2)C[C@@H](OCc2ccc(CO)cc2)O1)N1CCOCC1,-1,0.0,3,-3,i,3,0,15,-1,11
O=C(NCc1ccc(F)cc1)C1CC(=O)N(C2CCCCCCC2)C1 (stereo not drawn),-1,-0.6,13,-17,i,2,-10,-1,-1,-7
CC(=O)c1ccc(NC(=O)C(C)OC(=O)c2ccc(NS(=O)(=O)c3ccc(F)c(F)c3)cc2)cc1 (stereo not drawn),-4,2.1,-1,2,i,-11,-13,0,1,12
O=C(NCC1CCCCC1)c1cc(-c2cc(F)ccc2OCC2CCCO2)n[nH]1 (stereo not drawn),4,1.0,9,0,i,1,·,2,-3,2

# Just Rpn11 block, for 2 of the compounds above:
Molecule	Rpn11 block
Cc1noc(C)c1S(=O)(=O)N(CC(=O)NC(C)c1ccccc1)c1ccc(C(C)C)cc1 (stereo not drawn)	i
Cc1ccoc1C(=O)NCCCNC(=O)c1occc1C	i
